Compound activity deposited in PubChem BioAssay by several laboratories.
HSF-1 act: increases HSF-1 driven luciferase reporter signal; NIH3T3-HGL HSF-1 luciferase reporter, MG132, 8 h; 100% = twice DMSO control signal; activation, % at 9 µM; actives 1.7% (n = 300,000); AID 504408;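 active means mean replicate activation of at least 50% with a set share of replicates each reaching 50%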;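 further: 0% = median of the neutral control wells and 100% = twice that signal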
HSP90 inh: blocks HSP90-mediated luciferase refolding in reticulocyte lysate | Rabbit reticulocyte lysate, luciferase refolding luminescence, 3 h | actives 0.91% (n = 290,000) | AID 1789 | inhibition, % at 5.6 µM;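 active means inhibition above the screen-wide mean plus 3 SD, computed separately per campaign, cut at about 16% in these data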;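 further: 0% = DMSO wells and 100% = 60 µM geldanamycin wells; inhibitors lower the luminescence because luciferase stays unfolded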
AI-2 QS mod: modulators of Vibrio harveyi AI-2 quorum sensing system. activity change, % at 7.5 µM. Vibrio harveyi JMH597 AI-2 luminescence/OD600 ratio, 9 h; active compounds read low; strain lacks LuxN and CqsS sensors; 0 = neutral-control median. actives 0.4% (n = 300,000); in the data active means activity change below about -75%, passing the limit was not always enough;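 further: luminescence divided by OD600 gain over 9 h not by final OD600 alone; inactives centre near 13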
Platelet DG rel: modulates dense granule release in human platelets. human platelet-rich plasma, SFLLRN dense granule ATP release, luminescence. AID 1663. inhibition, %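 (compounds screened at 7.5 µM in platelet-rich plasma)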. actives 0.22% (n = 300,000);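 active means mean replicate score, as percent of positive control, at or above 50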
HIF act: HIF pathway transcriptional activation; actives 0.32% (n = 300,000); activation, % at 7.5 µM (by protocol); U2OS HRE-luciferase reporter, luminescence; normalized: DMSO 0%, desferrioxamine 100%;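 active means mean activation of at least 10% of the iron chelator positive control signal, with at least half of replicates also reaching 10%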
HSF1 inh: HSF1 inhibition; NIH3T3-HGL HSE-luciferase, MG132-induced, luminescence 8 h; active compounds read low; activity change, negative = inhibition, % at 7.5 µM (by protocol); actives 0.77% (n = 300,000); AID 2098;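 active means more than half of replicate wells show activity change below -50%, luminescence cut by over half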;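 further: luciferase reports HSF-1 transcriptional activity via heat shock element; 0% = median of DMSO wells and -100% = zero luminescence signal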
KLF5 inhibitor: kruppel-like factor 5 inhibition; DLD-1 KLF5 promoter-luciferase reporter, luminescence; inhibition, % at 5 µM; actives 0.23% (n = 290,000); AID 1700;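 active means inhibition above a per-plate limit of that plate's mean compound inhibition plus 3 SD, cut at about 60% in these data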;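 further: 0% = DMSO wells and 100% = LY294002 at 200 µM; higher means less KLF5 promoter-driven luciferase light; inactives centre near -14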
SKKanGAS inh: blocks kanamycin growth of S. pyogenes SKKanGAS strain; BacTiter-Glo, 6 h; inhibition, % at 7.5 µM; actives 1.3% (n = 300,000);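 active means mean replicate score, as percent of positive control median, at least 50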;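 further: strain carries kanamycin resistance gene driven by streptokinase promoter and grows in 40 µg/ml kanamycin; loss of luminescence reflects streptokinase promoter inhibition or plain growth inhibition; 0% = median of DMSO wells and 100% = positive control at its reference dose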
IEC-6 cytotox: IEC-6 cytotoxicity, counter-screen for KLF5 inhibitors. luminescence viability. inhibition, % at 5 µM. actives 0.78% (n = 290,000). AID 1825; in the data active means inhibition above about 22%;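 further: 0% = plate median of test compound wells and 100% = cytotoxic reference compound wells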
aSyn UTR inh: MLPCN primary screen, SNCA 5' untranslated region. inhibition, % (tested at 7.5 µM). alpha-synuclein 5'UTR reporter, inhibitor activity. actives 0.82% (n = 300,000). AID 1813; in the data active means inhibition above about 60%;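 further: H4 neuroglioblastoma cells stably carrying SNCA 5'UTR luciferase fusion; 0% = DMSO wells and 100% = positive control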
Starred values were filed as active, the others as inactive; . = no result given.

canonical_smiles	HSF-1 act	HSP90 inh	AI-2 QS mod	Platelet DG rel	HIF act	HSF1 inh	KLF5 inhibitor	SKKanGAS inh	IEC-6 cytotox	aSyn UTR inh
Cc1ccc(NC(=O)c2cc(-c3ccc(C)c(C)c3O)n[nH]2)cc1C	-18	-2	-8	-1	0.7	0	-23	-1	7	1
O=C(CNS(=O)(=O)c1ccc(Br)cc1)N1CCN(c2ccc(F)cc2)CC1	-4	3	36	-1	0.3	2	-27	-9	-2	36
CCOC(=O)c1ccc2c(c1)n(CC)c(/C=C/Nc1ccccc1)[n+]2CC	5	2	38	-2	.	-3	-14	-1	0	-5
CC1CCN(CC2C(=O)O[C@@H]3C[C@@]4(C)CCC[C@H](C)C4=C[C@H]23)CC(C)(C)C1 (some centres not stated)	21	7	-1	-3	0.1	20	-19	5	10	-14
CCN(CC)c1ccc(O)c(C=Nc2ccc(C)c(C)c2)c1	10	-4	18	1	2.8	7	-29	2	-7	-77
NS(=O)(=O)c1ccc(CCNS(=O)(=O)c2cccs2)cc1	4	-2	10	1	-0.5	-3	-44	1	-5	8
CC(SCc1cc(=O)n2c([nH]c3ccccc32)c1C#N)C(=O)O (configuration not stated)	4	2	8	4	-1.3	0	-11	5	2	2
CCOC(=O)N1CCN(C(=O)C2CCN(Cc3ccc(O)c(OCC)c3)CC2)CC1	10	3	4	1	-0.4	-4	-2	-11	6	5
COc1cccc(/C=C/c2ccc3ccccc3n2)c1OC(C)=O	-17	26*	19	9	-6.8	-18	40	.	-1	83*
COc1ccc(N/C(=N/c2nc(C)cc(C)n2)NC(=O)Nc2ccc(Cl)c(Cl)c2)c(OC)c1	-6	1	-4	-1	0.0	-8	10	-4	7	-16
C=CCn1c(SCC(=O)c2ccc(O)c(O)c2)nnc1-c1ccccc1OC	-15	-5	6	-5	-0.4	-18	15	-1	3	9
O=C(CC1C(=O)NCCN1Cc1ccc(-c2ccccc2)cc1)NCc1ccncc1 (configuration not stated)	-11	1	68	2	-0.4	-9	-17	-3	-2	20
O=c1cc(CSc2nnc(COc3ccccc3)n2-c2ccccc2)c2ccccc2[nH]1	7	7	11	3	0.4	13	-19	21	11	17
Cc1oc(-c2ccccc2F)nc1CS(=O)(=O)CC(=O)NCCCN1CC(C)CC(C)C1 (configuration not stated)	-2	0	5	-3	0.1	5	-20	-4	0	7
COc1ccc(NC(=S)N2CCC(NC(=O)c3cccc(C)c3)CC2)cc1	3	0	10	8	-0.2	-1	-3	22	-3	21
COc1ccc(CN(C(=O)CNC(=O)c2ccco2)C(C(=O)NC2CCCC2)c2ccco2)cc1 (configuration not stated)	-11	5	5	2	3.1	-10	15	3	0	-6
CC1(C)CC(NC(=O)COc2ccc(Cl)cc2Cl)CC(C)(C)N1	13	1	.	2	-0.4	-1	6	2	-3	11
CCCOc1ccc(/C(O)=C2/C(=O)C(=O)N(CCCn3ccnc3)C2c2ccco2)cc1 (configuration not stated)	10	-3	15	0	1.2	-4	-48	3	4	-68
CC(C(=O)Nc1ccccc1C(=O)O)n1c(C(F)(F)F)nc2ccccc21 (configuration not stated)	49	1	14	-8	0.3	22	2	14	0	1
Nc1ccc(C(=O)Oc2ccc([N+](=O)[O-])cc2)cc1	12	0	22	4	4.1	2	-34	-4	0	-33

Whole records from above:
Results for COc1ccc(CN(C(=O)CNC(=O)c2ccco2)C(C(=O)NC2CCCC2)c2ccco2)cc1 (configuration not stated) = HSF-1 act = -11; HSP90 inh = 5; AI-2 QS mod = 5; Platelet DG rel = 2; HIF act = 3.1; HSF1 inh = -10; KLF5 inhibitor = 15; SKKanGAS inh = 3; IEC-6 cytotox = 0; aSyn UTR inh = -6
Results for COc1cccc(/C=C/c2ccc3ccccc3n2)c1OC(C)=O = HSF-1 act = -17; HSP90 inh = 26*; AI-2 QS mod = 19; Platelet DG rel = 9; HIF act = -6.8; HSF1 inh = -18; KLF5 inhibitor = 40; SKKanGAS inh = .; IEC-6 cytotox = -1; aSyn UTR inh = 83*
Results for C=CCn1c(SCC(=O)c2ccc(O)c(O)c2)nnc1-c1ccccc1OC = HSF-1 act = -15; HSP90 inh = -5; AI-2 QS mod = 6; Platelet DG rel = -5; HIF act = -0.4; HSF1 inh = -18; KLF5 inhibitor = 15; SKKanGAS inh = -1; IEC-6 cytotox = 3; aSyn UTR inh = 9

Laid out differently: entries from further up.
> Cc1ccc(NC(=O)c2cc(-c3ccc(C)c(C)c3O)n[nH]2)cc1C
  HSF-1 act: -18	HSP90 inh: -2	AI-2 QS mod: -8	Platelet DG rel: -1	HIF act: 0.7	HSF1 inh: 0	KLF5 inhibitor: -23	SKKanGAS inh: -1	IEC-6 cytotox: 7	aSyn UTR inh: 1
> O=C(CNS(=O)(=O)c1ccc(Br)cc1)N1CCN(c2ccc(F)cc2)CC1
  HSF-1 act: -4	HSP90 inh: 3	AI-2 QS mod: 36	Platelet DG rel: -1	HIF act: 0.3	HSF1 inh: 2	KLF5 inhibitor: -27	SKKanGAS inh: -9	IEC-6 cytotox: -2	aSyn UTR inh: 36
> CCOC(=O)c1ccc2c(c1)n(CC)c(/C=C/Nc1ccccc1)[n+]2CC
  HSF-1 act: 5	HSP90 inh: 2	AI-2 QS mod: 38	Platelet DG rel: -2	HIF act: .	HSF1 inh: -3	KLF5 inhibitor: -14	SKKanGAS inh: -1	IEC-6 cytotox: 0	aSyn UTR inh: -5

Following part:
canonical_smiles	HSF-1 act	HSP90 inh	AI-2 QS mod	Platelet DG rel	HIF act	HSF1 inh	KLF5 inhibitor	SKKanGAS inh	IEC-6 cytotox	aSyn UTR inh
O=[N+]([O-])c1ccc(Oc2ccc(-c3cnc4ccccc4n3)cc2[N+](=O)[O-])cc1	40	-6	2	5	1.4	19	-3	11	-3	-40
COc1ccc2nc(C(F)(F)Cl)c(C#N)c(N)c2c1	-10	1	-6	2	2.6	1	-20	-3	-8	-20
Cc1cccc(-n2nc(C)c3c2NC2=C(C(=O)CCC2)C3c2ccccn2)c1 (configuration not stated)	20	2	16	-4	-0.7	1	-21	15	2	-7
COc1ccc2[nH]c(C(=O)O)c(NS(=O)(=O)c3ccc(C)c(C)c3)c2c1	-18	1	18	-6	-0.1	3	-37	-4	4	28
COc1ccc(-c2oc(NC(=O)CSc3ncn[nH]3)c(C#N)c2-c2ccc(OC)cc2)cc1	6	1	51	-12	0.0	-1	4	70*	6	6
COc1ccc(C)cc1NC(=O)C1CCCN(S(=O)(=O)c2ccc3[nH]c(=O)ccc3c2)C1 (configuration not stated)	12	5	-3	-3	-0.1	2	-13	-11	-4	23
CCOC(=O)CNc1ncc([N+](=O)[O-])cc1C#N	41	3	29	-3	0.2	11	8	2	4	-1
COc1ccc(-n2cnnc2SCC(=O)N2CCN(S(=O)(=O)c3ccccc3)CC2)cc1	2	1	14	-14	0.0	-11	-38	-2	3	19
O=C(N1CCN(c2ccccn2)CC1)C(Cl)(Cl)Cl	5	1	5	9	0.3	2	0	-7	0	-7
COc1cc2[nH]c(=O)n(CCC(=O)N3CCC(N4CCCCC4)CC3)c(=O)c2cc1OC	8	1	14	2	0.1	-8	-49	-5	2	17
COc1ccccc1CNC(=O)COC(=O)c1n[nH]c2ccccc12	-10	5	8	-10	0.0	11	-35	-3	3	15
COc1ccc(C2C(C(C)=O)=C(C)N=c3s/c(=C/c4ccc5c(c4)OCO5)c(=O)n32)cc1 (configuration not stated)	5	0	33	-6	0.0	4	-20	6	-6	-4
CC(C)CC(NS(=O)(=O)c1ccccc1S(=O)(=O)NC(CC(C)C)C(=O)O)C(=O)O (configuration not stated)	-1	-7	14	6	-0.2	-2	-21	-3	-10	21
O=C(CCC(=O)c1cccs1)Nc1nnc(C2CC2)s1	5	-2	-16	-6	-0.2	4	-27	11	-7	7
CCOc1ccccc1C(=O)OCC(=O)NCCNC(=O)COC(=O)c1ccccc1OCC	1	-4	46	-1	-0.2	4	-12	-3	-1	0
Cc1nnc(NC(=O)c2nc(S(=O)(=O)Cc3ccccc3)ncc2Cl)s1	-39	5	-28	-19	-3.1	-35	5	6	34*	-23
Cc1cc(=O)n2[nH]c(SCc3ccccc3Cl)nc2n1	32	5	10	-5	-0.3	0	-12	11	2	3
O=C(CSc1nnc(C2CC2)n1Cc1ccccc1)N1CCN(S(=O)(=O)c2ccccc2)CC1	-3	2	18	0	-0.1	1	-37	5	0	18
CCN(CC)c1ccc(C2C(C(=O)OCCOC(C)C)=C(C)NC3=C2C(=O)CCC3)cc1 (configuration not stated)	11	2	22	3	-0.3	-1	20	4	1	8
O=C(CCN1C(=O)c2ccccc2S1(=O)=O)NCc1ccco1	5	3	22	0	0.1	0	-22	-9	-7	18
CC(=O)NN1C(=O)c2ccccc2NC1c1ccc([N+](=O)[O-])o1 (configuration not stated)	5	-2	6	3	-1.4	1	-13	-21	1	-8
O=c1[nH]c2ccc(NC(=S)Nc3ccc(Cl)cc3)cc2[nH]1	-2	6	9	1	-0.4	-6	-16	-1	-1	-1
O=C(CSc1nnc(NC(=O)c2ccccc2Cl)s1)NC1CC1	38	-1	39	6	0.6	12	-68	0	4	-30
O=C(NC(CO)c1ccccc1)c1ccco1 (configuration not stated)	4	3	5	-12	0.1	2	-1	-15	1	0
Cc1ccccc1N=C1NC(=O)/C(=C/c2cccn2-c2cccc(C(=O)O)c2)S1	0	-1	19	-2	-0.4	3	1	25	-5	17
O=C(OCn1nnc2ccccc2c1=O)c1ccc2ncsc2c1	-3	3	2	-1	0.8	0	-19	14	2	-32
CCN(CC)C(=O)CSc1nnc2c3ccccc3n(C)c2n1	2	-1	21	0	-0.3	-9	-10	-3	-2	-14
CCOC(=O)N1CCC(NC(=O)c2cc3sccc3n2CC)CC1	7	-4	-6	9	0.4	0	-20	-9	-5	-31
COc1ccc(CNC(=O)CN(C(=O)CCC(=O)Nc2nccs2)c2ccc(C)cc2)cc1	1	-5	15	12	0.3	0	1	-2	1	24
CC(C)(CO)CNC(=O)CCc1nnc(C2(c3ccc(Cl)cc3)CCC2)o1	16	2	10	4	0.2	-2	-5	-3	4	-9
COc1ccc(/C=N\NC(=O)CC(=O)Nc2cccc(Cl)c2)cc1OC	9	0	21	-1	-1.7	7	-4	-3	5	13
COC(=O)Nc1ccc(OCC(=O)N2CCOCC2)cc1	-2	1	27	2	0.8	-2	-2	1	2	6
Cc1ccc(-n2nc(C)c(C3(O)C(=O)N(C)c4ccccc43)c2N)cc1 (configuration not stated)	-16	1	28	4	-0.3	0	-4	6	3	-1
Cc1ccccc1OCCSc1nc2ncnc(N)c2[nH]1	-13	-4	2	-7	0.0	-4	4	-8	1	15
Cn1cc(CNC(=O)c2cc(-c3ccc(Br)cc3)nc3ccccc23)cn1	10	-2	-1	-1	-0.6	4	-21	-4	-10	-20
